CHO-K1 Ca antag: counter-screen for M1 antagonists: effect in parental CHO-K1 cells; ATP-induced calcium, Fluo-8 fluorescence; inhibition, % at 3 µM; 360,000 tested, 0.6% active;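 active = inhibition above a per-plate cutoff, the plate's mean sample inhibition plus 3 SD, cut at about 24% in these data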;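 note: 0% = DMSO plus EC80 ATP and 100% = DMSO alone without ATP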
V1aR counter: counter-screen for oxytocin receptor agonists: human V1a receptor agonists; AID 2797; CHO-V1R cells, Fluo-8 calcium fluorescence, agonist mode; 0% DMSO, 100% 3 nM vasopressin; activation, % at 3 µM; 320,000 tested, 0.25% active;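 active = activation above the mean activation of all tested compounds plus 3 SD, per screening run, cut at about 20% in these data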;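 note: signal is peak over basal fluorescence ratio across a 100 second FLIPR read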
M1 PAM parental: counter-screen for M1 PAMs: effect in parental CHO-K1 cells. ATP EC20, Fluo-8 calcium fluorescence; 0% at ATP EC20, 100% at ATP max. activation, % at 3 µM. 360,000 tested, 0.02% active;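 active = activation above the run cutoff, the mean activation of all test compounds plus 3 SD, cut at about 40% in these data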;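 note: peak over basal fluorescence ratio in a 140 s read after ATP addition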
TAAR1 antag: human TAAR1 antagonism | Q96RJ0 | CHO RD-HGA16 TAAR1, Fluo-8 calcium fluorescence, antagonist | inhibition, % at 3 µM | 360,000 tested, 1.5% active;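 active = inhibition above a per-plate cutoff, the mean inhibition of test compounds on that plate plus 3 SD, cut at about 49% in these data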;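 note: 0% = DMSO plus EC80 beta-PEA response and 100% = DMSO alone without agonist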
Target sequence (Q96RJ0 whole entry, looked up): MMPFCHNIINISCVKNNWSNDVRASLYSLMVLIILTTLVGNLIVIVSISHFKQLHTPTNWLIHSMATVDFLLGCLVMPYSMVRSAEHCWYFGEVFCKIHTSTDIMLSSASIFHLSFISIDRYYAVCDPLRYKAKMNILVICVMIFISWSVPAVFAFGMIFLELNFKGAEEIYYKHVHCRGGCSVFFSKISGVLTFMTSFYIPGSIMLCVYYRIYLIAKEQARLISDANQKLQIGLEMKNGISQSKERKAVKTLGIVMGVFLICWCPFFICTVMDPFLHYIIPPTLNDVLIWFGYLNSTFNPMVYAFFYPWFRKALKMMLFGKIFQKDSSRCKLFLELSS
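Assay system: CHO-derived RD-HGA16 cells stably expressing human TAAR1 plus Gα16. Timing: 140 s kinetic read after compound, 140 s after agonist. Technique: kinetic Fluo-8 calcium fluorescence measurement. Measure: % inhibition of agonist calcium response.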
CHO-K1 Ca ag: M1 agonist counterscreen hit in parental CHO-K1 cells; Fluo-8 calcium fluorescence; scaled to maximal ATP response, vehicle zero; activation, % at 3 µM; 360,000 tested, 0.48% active; AID 602248; in the data active = activation above about 15%;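 note: untransfected CHO-K1 host cells lacking M1 receptor as counterscreen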
OXTR potentiator: potentiates the human oxytocin receptor response | activation, % at 3 µM | AID 2445 | 320,000 tested, 0.061% active | CHO-OTR cells, Fluo-8 calcium fluorescence, potentiator mode; 0% = oxytocin EC15, 100% = EC100;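 active = activation above that plate's cutoff, the mean activation of tested compounds plus 3 SD, cut at about 6.6% in these data, passing the limit was not always enough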;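 note: 100% uses oxytocin at 75 nM as the full agonist control; some results filed as inactive read as strong as hits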
Target sequence (P30559 whole entry, looked up): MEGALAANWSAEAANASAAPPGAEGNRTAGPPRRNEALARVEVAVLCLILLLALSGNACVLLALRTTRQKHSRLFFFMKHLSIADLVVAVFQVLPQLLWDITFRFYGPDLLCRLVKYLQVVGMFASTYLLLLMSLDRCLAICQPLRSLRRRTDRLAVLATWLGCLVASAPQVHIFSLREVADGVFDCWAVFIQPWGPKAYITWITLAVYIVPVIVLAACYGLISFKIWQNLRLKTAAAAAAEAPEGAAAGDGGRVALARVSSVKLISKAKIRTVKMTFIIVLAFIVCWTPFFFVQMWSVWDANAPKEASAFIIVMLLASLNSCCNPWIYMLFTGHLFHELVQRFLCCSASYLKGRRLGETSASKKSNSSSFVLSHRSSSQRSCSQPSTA
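Material: human OTR in CHO cells. Compound: 3.0 µM, one dose. Timing: compound 6 min at room temperature before oxytocin, 100 s read. Evaluation: % activation of max/min ratio relative to oxytocin controls. Replication: single well per compound, singlicate. Signal: Fluo-8 calcium dye fluorescence.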
GPR7 antagonist: blocks human GPR7 receptor signaling; GPR7-expressing cells, fluorescence antagonist assay; AID 1861; 290,000 tested, 1.1% active; inhibition, % at 4.4 µM; P48145; in the data active = inhibition above about 16%, passing the limit was not always enough;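 note: cells stimulated with the agonist NPW; 0% = agonist with vehicle and 100% = vehicle without agonist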
Target sequence (P48145 whole entry, looked up): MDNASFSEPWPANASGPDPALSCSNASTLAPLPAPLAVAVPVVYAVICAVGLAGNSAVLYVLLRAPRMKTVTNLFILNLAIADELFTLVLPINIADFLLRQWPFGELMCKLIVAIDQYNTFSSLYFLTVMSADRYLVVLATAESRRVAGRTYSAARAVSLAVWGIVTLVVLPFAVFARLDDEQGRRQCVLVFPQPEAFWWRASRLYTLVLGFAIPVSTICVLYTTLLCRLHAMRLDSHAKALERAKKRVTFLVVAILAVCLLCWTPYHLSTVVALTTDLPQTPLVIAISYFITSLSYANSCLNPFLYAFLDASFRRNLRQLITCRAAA
CHO parental Ca: counter-screen for OX1R antagonists: effect in parental CHO cells; parental CHO-K1, ATP-induced calcium, Fluo-8 fluorescence; inhibition, % at 5.6 µM; 330,000 tested, 0.63% active;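 active = inhibition above that plate's mean sample inhibition plus 3 SD, cut at about 26% in these data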;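 note: 0% = ATP-challenged DMSO wells and 100% = DMSO wells without ATP; some compounds past the cut are filed as inactive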
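Test system: parental CHO cells; detection: calcium-sensitive Fluo-8 fluorescence; evaluation: percent inhibition of calcium signal; also added: ATP as calcium-mobilizing challenge; repeats: one well per compound; control set: ATP-challenged DMSO wells low, unchallenged DMSO wells high; compound: single nominal dose of 5.6 µM per compound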
OXTR ag: activates the human oxytocin receptor; P30559; AID 2435; CHO-OTR cells, Fluo-8 calcium fluorescence; normalized: DMSO 0%, oxytocin 100%; 320,000 tested, 0.32% active; activation, % at 3 µM;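 active = activation above the mean of all tested compounds plus 3 SD, cutoff set per screening run, cut at about 20% in these data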;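 note: peak over basal fluorescence ratio from a 100 s FLIPR kinetic read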
* = called active by the depositor; . = not tested or not shown.

Screens in order: CHO parental Ca, CHO-K1 Ca ag, CHO-K1 Ca antag, TAAR1 antag, M1 PAM parental, OXTR ag, GPR7 antagonist, OXTR potentiator, V1aR counter
CCCC(=O)Nc1cc(-c2nn(C)c(=O)c3ccccc23)ccc1N1CCCCC1
 : -10, -0.3, -17, 7, 16, -0.2, -13, -4, 0.9
OCC[C@@H]1C[C@H](O)[C@@H](O)[C@]2(OCc3ccccc32)O1
 : 1, 0.7, -4, -7, -4, 0.6, 0, 1, 0.9
Cc1n[nH]c(C)c1CCCCOc1ccccc1[N+](=O)[O-]
 : 48*, 8.6, 17, 4, -14, 11, 8, -17, 8.2
O=C(c1ccc([N+](=O)[O-])cc1)N(c1ccccn1)c1ccccn1
 : 1, 1.7, -12, -9, 6, -0.1, 2, -11, 0.4
COc1cc(C(=O)NCc2nnc(SCC(=O)Nc3nccs3)o2)cc(OC)c1OC
 : 9, 1.1, -12, -8, -6, 0.3, -4, -5, 1.0
O=C(NCc1ccco1)c1ccc2c(=O)n(-c3ccccc3)c(=O)n(Cc3cccc(F)c3)c2c1
 : -6, 0.5, 15, 35, -11, 0.3, 9, 8, 1.0
O=C(NCc1ccco1)c1ccc(Cn2c(=O)c3ccccc3n(Cc3cccc(Cl)c3)c2=O)cc1
 : -12, -0.1, -1, 1, 5, 0.1, -1, -6, 0.4
Cc1ccc(Cl)c2c1NC(=O)C2(O)CC(=O)c1ccc(F)cc1 (stereo unspecified)
 : -12, 0.6, -8, 10, 15, 3.2, 1, -3, 1.0
O=C(Cc1ccc(Br)cc1)Nc1cccc(Cl)c1
 : -8, 7.8, 4, 34, -8, -0.5, -10, -7, 1.2
Cc1ccccc1Nc1nc(Cl)nc(NC(C)(C)C)n1
 : ., -0.5, -10, -9, 9, ., ., ., .
Cn1c(CN2CCCC2)nc2cc(NC(=O)c3cccs3)ccc21
 : -3, 0.5, -13, -6, 23, 0.0, 2, -11, 0.3
Cc1ccc(NC(=O)Cn2nc(C(=O)O)c3ccccc3c2=O)cc1S(=O)(=O)N1CCCCCC1
 : ., 0.4, -14, 102*, 13, ., ., ., .
COc1ccc(-c2cc(C(=O)NCc3ccco3)c3ccccc3n2)cc1OC
 : -21, 13, 10, 39, -2, -2.5, ., 5, -0.5
CC(CCc1ccccc1)OS(N)(=O)=O (stereo unspecified)
 : 1, 0.0, 5, 9, -13, 1.3, -3, 6, 0.5
CCC(=O)NCCc1nc2cc(NC(=O)c3ccco3)ccc2n1C
 : -2, 0.9, 1, 5, 7, 0.7, -7, -8, 0.4

Next entries follow.
Screens in order: CHO parental Ca, CHO-K1 Ca ag, CHO-K1 Ca antag, TAAR1 antag, M1 PAM parental, OXTR ag, GPR7 antagonist, OXTR potentiator, V1aR counter
COc1ccc(C2c3ccc(O)cc3Oc3ncn(CCN4CCOCC4)c(=N)c32)cc1 (stereo unspecified)
 : -4, 2.9, -7, -9, 3, 3.9, -14, -11, 3.5
Cc1ccc(S(=O)(=O)/N=C(\N)Nc2nc(C)c3cc(C)ccc3n2)cc1
 : -26, -0.9, 10, -5, -4, -0.7, 14, -3, -0.9
O=C(NCCCN1CCOCC1)c1ccc2nc(Cc3ccccc3F)oc2c1
 : ., 0.5, -9, 1, 6, ., -19, ., .
Cc1ccc2c(COC(=O)C3CSC4(C)CCC(=O)N34)cc(=O)oc2c1C (stereo unspecified)
 : -18, 3.6, 0, 21, -8, 0.0, ., -2, 0.4
O=c1c2cc(NC(=S)NC3CCCC3)ccc2nc2n1CCCCC2
 : -14, 0.6, 0, 17, -20, -0.2, -10, -13, 1.8
O=CNc1ccc(S(=O)(=O)NCc2ccccc2)cc1
 : -3, 1.6, -16, -5, 20, 1.1, 10, -2, 0.3
COc1cc(C(=O)NCCSc2ccc(Cl)cc2)cc(OC)c1OC
 : -12, 5.4, -2, 26, -14, -2.0, -8, -3, 7.0
Cc1ccc(C)c(NC(=O)CCC(=O)N/N=C/c2ccc[nH]2)c1
 : -4, 0.5, -7, -4, -5, 0.3, 3, 3, 0.4
CC(C)CCNC(=O)CN(C)S(=O)(=O)c1cccc2nsnc12
 : -1, 0.4, 2, 13, 10, 0.3, -1, -15, -0.3
O=C(Cc1ccccc1)c1ccc(N2CCOCC2)cc1
 : ., 0.7, -12, -15, 15, ., ., ., .
CCc1ccccc1OCC(=O)Nc1nc(-c2cccnc2)cs1
 : -8, 4.8, -17, 44, -1, -0.7, -3, 0, 0.2
CC(Nc1ccccc1)C(=O)Nc1ccc(F)cc1 (stereo unspecified)
 : -12, 0.2, -7, -15, 9, -0.1, 1, -3, -0.9
O=C(O)c1cc(-c2ccc(/C=c3\sc4nc5ccc(Br)cc5n4c3=O)o2)ccc1Cl
 : -4, ., ., ., ., 4.2, -17, -10, 2.2
Cc1nc(-c2ccccc2)ccc1C(=O)O
 : -3, 0.0, -7, -9, -11, -0.4, 1, -9, 0.5
Cc1nn(C)cc1/C=N/NC(=O)Cn1nnc(N)n1
 : 0, 0.3, -3, -11, -2, 0.6, -11, -1, 1.3

Other records:
Screens in order: CHO parental Ca, CHO-K1 Ca ag, CHO-K1 Ca antag, TAAR1 antag, M1 PAM parental, OXTR ag, GPR7 antagonist, OXTR potentiator, V1aR counter
CC1CN(C(=O)COC(=O)CSc2ccc(C(N)=O)cc2[N+](=O)[O-])CC(C)O1 (stereo unspecified)
 : -17, 0.1, 2, -8, -3, 0.1, ., -10, -0.5
CCOC(=O)CNC(=O)Cn1cnc2sc(C)c(S(=O)(=O)N3CCOCC3)c2c1=O
 : 4, -0.2, 4, -1, -4, 0.4, 5, -12, -0.6
CCc1ccc(S(=O)(=O)Nc2cc(SCC(=O)O)c(O)c3ccccc23)cc1
 : -15, -0.4, 8, -8, -19, -0.7, -2, -14, -0.2
O=C(Nc1ccc(Oc2ccccc2)cc1)N[C@@H](Cc1ccccc1)C(=O)O
 : 9, -0.5, -17, -10, 7, -0.9, 8, -9, -0.4
COc1ccc(N2C(=O)CS(=O)C(c3ccccc3)C2=O)cc1 (stereo unspecified)
 : -5, 0.2, 5, -1, 6, 0.0, -6, -9, 0.0
Cc1[nH]c2ccccc2c1C(=O)C(=O)NCCCn1ccnc1
 : -8, 0.7, -17, -9, 12, 0.8, -8, 0, -0.1
CCCCOC(=O)CCn1[nH]c(=O)c2ccccc2c1=O
 : 0, 0.1, 10, -4, 16, 0.3, -12, 5, 0.1
CC(N)c1csc(Nc2nccc(C(F)(F)F)n2)n1 (stereo unspecified)
 : ., 0.1, 4, -17, 2, ., ., ., .
CC(=O)c1ccc(C(=O)N2CCC(CO)(Cc3cccc(C(F)(F)F)c3)CC2)cc1
 : -22, 4.4, -15, -3, 10, 3.5, -18, -20, 5.5
O=C(CSc1nnc(Cc2ccsc2)o1)c1ccccc1
 : -4, -0.1, -4, 1, 2, -0.6, -5, -11, 1.0
COc1ccc(-c2nnc3sc(-c4cccs4)nn23)cc1OC
 : -15, 0.8, -5, 19, 6, 0.0, -9, 1, -0.7
CCc1noc(C)c1C(=O)N1CCCC1
 : 5, 0.0, -4, ., 18, 0.4, 13, -4, 0.6
Cc1ccc(C(=O)CCC(=O)NN2C(=O)NC3(CCCCC3)C2=O)cc1
 : -13, 0.1, -6, -13, 7, -1.2, ., -4, -0.6
CCOc1ccc(CN2CCC(C(=O)N3CCN(c4ccccc4F)CC3)CC2)cc1OC
 : 0, 0.5, -7, -8, 9, 1.9, 15, -3, 1.1
Cc1ccccc1OCCCC(=O)Nc1ccc2c(c1)OCO2
 : -14, 2.1, -18, 9, 21, -1.5, -2, -6, 4.8

2 entries picked at random from the list so far:
Screens in order: CHO parental Ca, CHO-K1 Ca ag, CHO-K1 Ca antag, TAAR1 antag, M1 PAM parental, OXTR ag, GPR7 antagonist, OXTR potentiator, V1aR counter
Cc1[nH]c2ccccc2c1C(=O)C(=O)NCCCn1ccnc1
 : -8, 0.7, -17, -9, 12, 0.8, -8, 0, -0.1
COc1ccc(N2C(=O)CS(=O)C(c3ccccc3)C2=O)cc1 (stereo unspecified)
 : -5, 0.2, 5, -1, 6, 0.0, -6, -9, 0.0

(more compounds)
Screens in order: CHO parental Ca, CHO-K1 Ca ag, CHO-K1 Ca antag, TAAR1 antag, M1 PAM parental, OXTR ag, GPR7 antagonist, OXTR potentiator, V1aR counter
CCOC(=O)c1c(C#N)cnn1-c1ccc(C)cc1
 : -10, -0.1, 6, 6, -7, -2.5, -8, -6, -1.0
Cc1cc(C)cc(NC(=O)NNC(=O)c2cc3occc3[nH]2)c1
 : -9, 0.1, -2, -9, -4, -0.5, -15, -5, -0.2
COc1ccc(-c2cnc(N)nc2-c2ccc(OC)cc2)cc1
 : -5, -0.2, -16, -13, 10, -1.5, -6, -11, -1.3
COc1ccccc1C1CC(c2cccc(NS(C)(=O)=O)c2)=NN1S(=O)(=O)c1ccccc1 (stereo unspecified)
 : -16, 1.9, 1, 19, 10, 0.8, -15, -18, 1.1
CCOc1cc(CNCC(O)c2ccccc2)cc(Cl)c1OC (stereo unspecified)
 : -18, 1.7, 2, -6, 3, 4.3, -4, -12, 3.9
Cc1ccc(-n2c(Cc3cccc4ccccc34)n[nH]c2=S)c(C)c1
 : -18, -1.1, 6, 4, -16, -2.6, -2, -3, -0.5
O=C(COC(=O)COc1ccc(Cl)cc1)NC1CCCC1
 : -4, 1.0, -14, -2, -12, -0.2, ., -7, 0.6
O=C(/C=C/c1cc(Br)ccc1F)OCC(=O)N1CCCC1
 : -8, 0.7, -13, 0, 5, -0.3, ., -3, -0.1
COc1ccc(CCNC(=O)c2nnc(Cc3c(F)cccc3Cl)o2)cc1OC
 : -23, 4.5, -10, 17, 19, 0.6, -9, -10, 1.1
O=C(c1cc2ccccc2oc1=O)N(c1ccc(Cl)cc1)C1C=CS(=O)(=O)C1 (stereo unspecified)
 : -28, -0.1, 0, -3, 3, -0.2, -7, -3, 0.6
Cc1cccc(NC(=S)N2CCN(Cc3ccccc3)CC2)c1C
 : -6, 14, 9, -11, 15, 0.0, -2, -1, -0.5
COCCNC(=O)c1ccccc1NC(=O)c1ccc(OC)c(OC)c1
 : -4, 1.6, 5, 9, 13, -0.4, 1, -10, -0.9
CCCCC1CCC(C(=O)N2CCOCC2)CC1 (stereo unspecified)
 : -8, 0.4, -2, -14, 6, -1.3, -13, 5, -0.8

Screens from PubChem.
